tuberculosis growth: growth inhibition of non-replicating M. tuberculosis (AID 488890). one-dose inhibition, % at 25 µM; IC50 in µM for titrated hits. actives 0.39% (n = 320,000). Mycobacterium tuberculosis non-replicating, growth inhibition; higher % means a stronger effect; in the data active = a potency from the dose series; inconclusive = inhibition mostly from about 82% at the one dose, without a potency; inactive = the rest, 99 in 100 with inhibition below about 76%;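 note: plate controls were DMSO cells for no effect and high antibiotic wells for full effect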
M. tuberculosis HTS: M. tuberculosis growth inhibition, HTS (AID 449762); inhibition, % at 25 µM; hits with a dose series show IC50 in µM; actives 0.59% (n = 330,000); M. tuberculosis H37Rv growth inhibition, 7H9 media; higher % means a stronger effect; in the data active = a potency from the dose series; inconclusive = inhibition above about 70% without an active follow-up result;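 note: bacterial growth assessed after seven days of incubation; strong numbers were not always called active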
H1N1 NS1A inhibition: H1N1 influenza NS1A inhibitors, functional cell based assay (AID 504329). inhibition, % at 12.5 µM, or IC50 in µM where a hit was titrated. NS1A functional cell-based assay, percent inhibition; higher % means a stronger effect. actives 0.3% (n = 340,000); in the data active = a potency from the dose series; inconclusive = inhibition above about 27% without an active follow-up result; note: strong numbers were not always called active
PhoP GFP inhibition: PhoP regulon inhibitors, Salmonella typhi PhoP promoter GFP reporter, confirmatory (AID 1850) | actives 0.33% (n = 310,000) | inhibition, % at 50 µM; hits with a dose series show IC50 in µM | Salmonella Typhi PhoP-promoter GFP reporter, fluorescence, 4 h; higher % means a stronger effect; in the data active = a potency from the dose series; inconclusive = inhibition mostly from about 25% at the one dose, without a potency; inactive = the rest, 99 in 100 with inhibition below about 19%;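 note: 0% = induced wells with vehicle and 100% = uninduced wells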
inhibitors of VEEV: inhibitors of VEEV TC-83 cytopathic effect, confirmation, Vero cells (AID 588727) | inhibition, % at 20 µM, or IC50 in µM where a hit was titrated | Vero cells, VEEV TC-83 cytopathic effect inhibition; higher % means a stronger effect | actives 0.13% (n = 350,000); in the data active = a potency from the dose series; inconclusive = inhibition mostly from about 14% at the one dose, without a potency; inactive = the rest, 99 in 100 with inhibition below about 12%; note: strong numbers were not always called active
inhibitors of VEEV 10K pilot screen: further read-out of inhibitors of VEEV, marked with its call; inhibition, %; measured here: 10K pilot screen inhibition
* marks the source's active call; other numbers are inactive results; i = inactive; ? = inconclusive; nt = no result given.

SMILES	tuberculosis growth	M. tuberculosis HTS	H1N1 NS1A inhibition	PhoP GFP inhibition	inhibitors of VEEV	others
CCCC(=O)OCC(=O)c1[nH]c(C)c(C(C)=O)c1C	-11%	-1%	-1%	11%	1.1%
CC1CCCN(S(=O)(=O)c2cccc(C(=O)OCC(=O)N(C)Cc3c(F)cccc3Cl)c2)C1 (configuration not stated)	7%	-7%	-2%	nt	5.7%
COc1ccc(C(=O)N=C2SC3CS(=O)(=O)CC3N2Cc2ccccc2)cc1OC (configuration not stated)	3%	0%	2%	0%	8.2%
COc1ccccc1C(=O)NCCC(=O)N1CCN(c2ccccc2O)CC1	-2%	1%	-3%	5%	2.8%
CCn1cc(/C=N\NC(=O)c2ccccc2Cl)cn1	-9%	-8%	-4%	-1%	0.3%
O=C(CN(C(=O)c1ccc2c(c1)OCCO2)c1ccccc1)NCC1CCCO1 (configuration not stated)	0%	0%	7%	-3%	i
CCc1ccc(/C=N/NC(=O)c2cc(-c3ccncc3)nc3ccccc23)s1	3%	8%	-4%	8%	10%
Cc1cccc(Nc2nc3c(S(=O)(=O)c4ccccc4)nnn3c3ccccc23)c1	5%	0%	-2%	0%	1.6%
Cc1nc(CCNC(=O)c2ccccc2)cs1	0%	4%	4%	-5%	0.4%
O=C(NCCc1c[nH]c2ccccc12)c1cnccn1	7%	6%	1%	-3%	0.6%
COc1ccc(-c2ccnc(SCC(=O)N3CCOCC3)n2)cc1	5%	1%	-10%	-18%	0.3%
CC1(C)CC(NC(=O)c2cc(COc3cccc(C(F)(F)F)c3)on2)CCO1 (configuration not stated)	13%	6%	2%	4%	0.7%
O=C(CN1C(=O)C2C3C=CC(C3)C2C1=O)Nc1nc(SCc2ccc(Cl)cc2)n[nH]1 (configuration not stated)	30%	-1%	-10%	4%	i
COC1Cc2ccccc2N(C(=O)N2CCN(CCO)CC2)c2ccccc21 (configuration not stated)	-2%	-12%	-1%	13%	1.9%
CC1(C)N=C(N)N=C(N)N1c1cccc(CN)c1	5%	-3%	1%	10%	i
CC(=O)N1C(=O)CC(C)N(C(C)=O)c2ccc([N+](=O)[O-])cc21 (configuration not stated)	-5%	-5%	-7%	10%	0.8%
O=C(Nc1ccccc1C(=O)N1CCOCC1)c1cccc(S(=O)(=O)N2CCCC2)c1	nt	nt	-6%	nt	1.2%
CCC1=C(C)C(N2CCOCC2)=NP(N2CCOCC2)(N2CCOCC2)=N1	0%	-7%	3%	6%	1.4%
COC(=O)CSc1nc2nc(C)c(Br)cc2[nH]1	20%	-15%	-1%	8%	6.2%
O=C(c1ccccc1)N(c1ccccc1)c1ccccc1O	nt	nt	-6%	nt	0.3%
CCOC(=O)C(O)(c1ccc(N(CC)S(=O)(=O)c2ccccc2)cc1)C(F)(F)F (configuration not stated)	3%	0%	1%	0%	0.5%
Cn1cc(C(=O)N2CCN(c3ccccn3)CC2)c(=O)c2cc(S(=O)(=O)N3CCOCC3)ccc21	-17%	-7%	-10%	-11%	3.1%
CC1=CC(C)(C)N(C(=O)c2ccc(F)cc2)c2cc3c(cc21)OCO3	8%	5%	4%	-6%	i
CN(C)c1ccc(/C=C2\NC(=S)N(Cc3ccccc3)C2=O)cc1	2%	-10%	-5%	1%	0.1%
CC(C)CN1C(=O)c2ccc(NC(=O)c3cccs3)cc2C1=O	1%	1%	7%	-1%	1.7%
Following part:
SMILES	tuberculosis growth	M. tuberculosis HTS	H1N1 NS1A inhibition	PhoP GFP inhibition	inhibitors of VEEV	others
CC1CCN(C(=S)NC(=O)c2cccs2)CC1	15%	13µM*	-10%	-3%	0.1%
COc1ccc(NS(=O)(=O)c2ccc(C(=O)N(C)Cc3ccc(C)o3)cc2)cc1	11%	9%	-10%	nt	4.6%
CC1(C)CC(=O)C=C(Nc2ccc(F)cc2F)C1	-4%	-7%	-7%	-9%	0.1%
CC(=O)N1c2ccc(S(=O)(=O)N3CCCC(C(=O)N4CCCCC4)C3)cc2CC1C (configuration not stated)	-10%	-3%	1%	nt	2.1%
O=C(NCCCN1CCN(c2ccc(F)cc2)CC1)C1CCCN(c2ncnc3c2nc2n3CCCCC2)C1 (configuration not stated)	49%	12%	7%	7%	0.2%
Cc1ccc(N2CN(Cc3cccnc3)CNC2=S)cc1	24%	-3%	10%	-14%	0.4%
Cc1nnc(NC(=O)CSc2nnc(CNC(=O)c3ccc(F)cc3)o2)s1	-6%	-1%	12%	0%	i
Cc1cc(C(F)(F)F)nn1CC(=O)NCc1cccs1	-12%	-3%	4%	-1%	i
CCc1ccc(NC(=S)NC2CCN(Cc3ccccc3)CC2)cc1	?	-2%	0%	17%	i
Cn1c(CCN2CCN(c3ccccn3)CC2)nc2cc(NC(=O)COc3ccccc3)ccc21	?	?	7%	24%	?
Nc1nc2c(Cl)ccc(Cl)c2s1	7%	2%	6%	7%	0.9%
CC(=O)Nc1ccc(S(=O)(=O)NC2(C(F)(F)F)NC(=O)N(c3ccc(C)cc3)C2=O)cc1 (configuration not stated)	7%	14%	2%	5%	0.4%
Cc1ccc(C)c(NC(=O)c2ccc(OCc3c(C)noc3C)cc2)c1	nt	1%	-5%	nt	9.3%
CCCCN(C)CCNS(=O)(=O)c1ccc2c(c1)n(C)c(=O)c(=O)n2C	nt	-2%	-8%	0%	i
O=C(COC(=O)c1ccc(NS(=O)(=O)c2ccc3c(c2)OCCO3)cc1)NC1CCS(=O)(=O)C1 (configuration not stated)	-1%	8%	8%	-6%	0.7%
CC(C)c1ccc(NC(=O)CCc2ccccc2)cc1	74%	?	-12%	-9%	0.1%
CC(C)C(=O)c1cc2c(cc1NC(=O)c1cccs1)OCCO2	-3%	-1%	-11%	-6%	2.3%
O=C(NCC1CCCO1)c1ccc2c(c1)N(Cc1ccccc1)C(=O)CS2=O (configuration not stated)	nt	-2%	2%	0%	0.1%
O=CNC1c2ccccc2CCc2ccccc21	nt	nt	0%	nt	0.2%
CCOc1ccc(NC(=S)NCCCc2ccccc2)cc1	?	?	2%	2%	0.5%
COc1ccc(/C(O)=C/c2nc3ccccc3n(-c3ccccc3)c2=O)cc1	-4%	4%	-12%	-35%	i
CSc1nc2ccsc2c(=O)n1-c1ccccn1	-15%	-2%	-4%	5%	3.4%
COc1cc(C(=O)Nc2ccc3c(c2)OCCO3)ccc1OC(F)F	22%	-7%	-20%	-6%	0.3%
CCOc1ccccc1Oc1cn[nH]c1-c1ccc(O)cc1O	-3%	0%	0%	-14%	i
CCC(CC)C(=O)Nc1cccc(/C(C)=N\NC(=O)c2ccc(C)s2)c1	-8%	1%	17%	6%	1.6%

15 entries from above, sorted by length of the SMILES, smallest number first:
SMILES	tuberculosis growth	M. tuberculosis HTS	H1N1 NS1A inhibition	PhoP GFP inhibition	inhibitors of VEEV	others
Nc1nc2c(Cl)ccc(Cl)c2s1	7%	2%	6%	7%	0.9%
O=CNC1c2ccccc2CCc2ccccc21	nt	nt	0%	nt	0.2%
CSc1nc2ccsc2c(=O)n1-c1ccccn1	-15%	-2%	-4%	5%	3.4%
CC(C)c1ccc(NC(=O)CCc2ccccc2)cc1	74%	?	-12%	-9%	0.1%
Cc1cc(C(F)(F)F)nn1CC(=O)NCc1cccs1	-12%	-3%	4%	-1%	i
CCOc1ccccc1Oc1cn[nH]c1-c1ccc(O)cc1O	-3%	0%	0%	-14%	i
CCc1ccc(NC(=S)NC2CCN(Cc3ccccc3)CC2)cc1	?	-2%	0%	17%	i
CC(C)C(=O)c1cc2c(cc1NC(=O)c1cccs1)OCCO2	-3%	-1%	-11%	-6%	2.3%
COc1cc(C(=O)Nc2ccc3c(c2)OCCO3)ccc1OC(F)F	22%	-7%	-20%	-6%	0.3%
Cc1nnc(NC(=O)CSc2nnc(CNC(=O)c3ccc(F)cc3)o2)s1	-6%	-1%	12%	0%	i
O=C(NCC1CCCO1)c1ccc2c(c1)N(Cc1ccccc1)C(=O)CS2=O (configuration not stated)	nt	-2%	2%	0%	0.1%
COc1ccc(NS(=O)(=O)c2ccc(C(=O)N(C)Cc3ccc(C)o3)cc2)cc1	11%	9%	-10%	nt	4.6%
O=C(NCCCN1CCN(c2ccc(F)cc2)CC1)C1CCCN(c2ncnc3c2nc2n3CCCCC2)C1 (configuration not stated)	49%	12%	7%	7%	0.2%
CC(=O)Nc1ccc(S(=O)(=O)NC2(C(F)(F)F)NC(=O)N(c3ccc(C)cc3)C2=O)cc1 (configuration not stated)	7%	14%	2%	5%	0.4%
O=C(COC(=O)c1ccc(NS(=O)(=O)c2ccc3c(c2)OCCO3)cc1)NC1CCS(=O)(=O)C1 (configuration not stated)	-1%	8%	8%	-6%	0.7%

Additional structures:
SMILES	tuberculosis growth	M. tuberculosis HTS	H1N1 NS1A inhibition	PhoP GFP inhibition	inhibitors of VEEV	others
Cc1nn(Cc2c(Cl)cccc2Cl)c(C)c1NC(=O)Cn1nc([N+](=O)[O-])c(Cl)c1C	-4%	6%	0%	-9%	i
COc1ccccc1C(=O)CN1C(=O)NC2(CCCCCC2)C1=O	29%	5%	8%	nt	5.1%
Cc1ccc(-n2ccnc2SCC(=O)c2c(N)n(C3CC3)c(=O)[nH]c2=O)cc1C	18%	-3%	-2%	nt	3.7%
CCc1nnc(NC(=O)c2ccc(COc3ccccc3)o2)s1	70%	4%	-3%	5%	2.3%	inhibitors of VEEV 10K pilot screen=1.1
COc1ccc(N(CC(=O)NC(C)(C)C)S(=O)(=O)c2ccccc2)cc1OC	0%	-5%	-2%	-2%	0.1%
Cc1ccccc1CC1(CO)CCCN(C(=O)CCC(F)(F)F)C1 (configuration not stated)	34%	6%	1%	1%	i
CC(=O)Nc1ccc2nc3c(=O)n(C)c(=O)n(C)c3nc2c1	-12%	1%	3%	-18%	1.7%
C=CCn1cccc(C(=O)Nc2cc(OC)cc(OC)c2)c1=O	?	15%	2%	8%	8.6%
CCOC(=O)C1CCCN(S(=O)(=O)c2c(C(=O)N3CCCCC3)c(C)n(C)c2C)C1 (configuration not stated)	1%	-3%	-4%	-2%	0.8%
CC(Sc1nc(-c2ccccc2)cc(C(F)(F)F)n1)C(=O)O (configuration not stated)	-9%	4%	nt	1%	0.3%
COc1cccc(CNC(=O)Cn2cc3c(n2)CCCC3)c1	-6%	-11%	-1%	2%	i
CC(=O)c1ccccc1OCCOCCOCCOc1ccccc1C(C)=O	15%	6%	-2%	13%	i
COc1ccc2ccccc2c1CN1CCN(C(=O)c2ccco2)CC1	7%	-4%	18%	6%	i
O=C(CCN1CCN(c2ccccc2)CC1)Nc1ccc2c(c1)OCO2	-8%	7%	3%	6%	0.7%
CCOC(=O)N1CCN(C(=O)CNS(=O)(=O)c2cccs2)CC1	-16%	9%	8%	-1%	1.9%
Cc1cc(C(=O)COC(=O)CC2Sc3ccccc3NC2=O)c(C)n1-c1cccc(C(F)(F)F)c1 (configuration not stated)	52%	7%	7%	0%	1.2%
Cc1ccc2cc3cc(C(=O)NC4CC4)oc3nc2c1	73%	-5%	0%	10%	1.6%
COc1ccc(S(=O)(=O)N2CCOCC2)cc1NC(=O)c1sccc1C	-4%	0%	-5%	nt	5.1%
